APOBEC3G inh: inhibitors of human APOBEC3G DNA deaminase | inhibition, % at 20 µM | recombinant A3G, ssDNA deamination FAM/TAMRA fluorescence | 330,000 tested, 0.28% active | AID 493012 | Q9HC16;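 active = inhibition of at least 40% at 20 µM, with no more than 30% in the related APOBEC3A deaminase screen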;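 also: plate controls were DMSO wells with A3G for no effect and wells lacking A3G enzyme for full effect; some compounds called inactive have numbers as strong as hits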
Target sequence (Q9HC16 whole entry, looked up): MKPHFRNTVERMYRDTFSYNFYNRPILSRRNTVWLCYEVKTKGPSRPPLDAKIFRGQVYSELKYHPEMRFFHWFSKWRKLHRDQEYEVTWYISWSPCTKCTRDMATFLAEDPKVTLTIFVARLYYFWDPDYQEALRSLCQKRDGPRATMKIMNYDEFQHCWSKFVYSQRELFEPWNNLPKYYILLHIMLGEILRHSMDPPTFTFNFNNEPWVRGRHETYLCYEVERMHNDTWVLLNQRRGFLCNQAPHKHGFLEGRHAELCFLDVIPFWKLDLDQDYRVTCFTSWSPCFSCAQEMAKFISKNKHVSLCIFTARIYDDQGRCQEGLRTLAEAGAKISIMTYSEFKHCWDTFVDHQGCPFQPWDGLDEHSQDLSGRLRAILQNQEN
MPTP inh: permeability transition pore inhibition | isolated mouse mitochondria, Ca2+ swelling absorbance, 30 min | AID 602449 | inhibition, % at 10 µM | 360,000 tested, 1.4% active;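 active = inhibition of 50% or more, scaled per plate between neutral and stimulator controls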;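 also: 0% = DMSO wells given calcium and 100% = 1 mM EGTA wells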
mIAP activ: mouse IAP activation; muIAP, CDP-Star luminescence, 30 min; stronger effect = higher value; 1 = vehicle-only enzyme signal, 0 = enzyme-free wells; activation factor at 10 µM; 330,000 tested, 0.24% active; AID 2805;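 active = activation factor of at least 2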; also: the source names both 10 and 20 µM as test concentration; values of inactives mirror those of a sister screen read the other way
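Assay system: mouse IAP enzyme; Reagent: CDP-Star chemiluminescent phosphatase substrate; Compound: DMSO-dissolved test compounds; Incubation: 30 min, room temperature; Technique: luminescence from enzymatic CDP-Star hydrolysis; Controls: DMSO-only wells and no-enzyme negative control.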
MIN6 prolif: MIN6 beta-cell proliferation induction | proliferation, % at 10 µM | 330,000 tested, 0.29% active | AID 2380 | MIN6 cells proliferation, ATPlite luminescence, 48 h; cells starved in 0.2% serum; 100% = growth in 10% serum;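 active = compounds whose signal lies at least 3.5 SD above the mean of all wells on their plate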;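 also: 0% = DMSO-treated cells in low-serum medium and 100% = 10% serum control; some compounds called inactive have numbers as strong as hits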
A3A deaminase: human APOBEC3A DNA deaminase inhibition | recombinant A3A, FAM/TAMRA ssDNA deamination fluorescence | inhibition, % at 20 µM | 330,000 tested, 0.41% active | P31941;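 active = at least 40% inhibition at 20 µM here, with at most 30% in a related deaminase screen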;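 also: plate controls were A3A with DMSO for no effect and wells lacking A3A enzyme for full effect; some results filed as inactive read as strong as hits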
Target sequence (P31941 whole entry, looked up): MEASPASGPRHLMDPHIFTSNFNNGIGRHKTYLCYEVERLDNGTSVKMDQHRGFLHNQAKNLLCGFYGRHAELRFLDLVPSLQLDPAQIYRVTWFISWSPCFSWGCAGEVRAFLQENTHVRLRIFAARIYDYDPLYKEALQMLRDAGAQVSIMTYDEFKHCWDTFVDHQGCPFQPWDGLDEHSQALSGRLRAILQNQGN
hIAP block: human IAP inhibition; purified IAP, CDP-Star luminescence, 30 min; AID 2544; 330,000 tested, 0.12% active; inhibition, % at 10 µM;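 active = inhibition reaching a set limit with compound at 10 µM in the primary screen, cut at about 35% in these data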;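 also: plate controls were DMSO wells with enzyme for no effect and no-enzyme buffer wells for full effect; values of inactives mirror those of a sister screen read the other way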
hIAP act: increases human intestinal alkaline phosphatase activity; P09923; purified human IAP, CDP-Star luminescence, 30 min; stronger effect = higher value; 1 = vehicle-only enzyme, 0 = enzyme-free background; activation factor at 10 µM; 330,000 tested, 0.16% active; AID 2524;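 active = activation factor of the enzyme at least 2-fold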; also: the source names both 10 and 20 µM as test concentration; values of inactives mirror those of a sister screen read the other way
mIAP block: mouse IAP inhibition. purified mouse IAP, CDP-Star luminescence, 30 min. 330,000 tested, 0.2% active. inhibition, % at 10 µM. AID 2806;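 active = inhibition of at least 40% at 10 µM in the primary screen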;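 also: plate controls were DMSO with enzyme for no effect and no enzyme wells for full effect; values of inactives mirror those of a sister screen read the other way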
ATG4B inhibitor: blocks human ATG4B protease cleavage of LC3 substrate; Q9Y4P1; ATG4B cleavage of LC3-PLA2, NBD-HPC fluorescence, 1 h; inhibition, % at 8.33 µM; 340,000 tested, 0.51% active; in the data active = inhibition above about 40%
Target sequence (Q9Y4P1 whole entry, looked up): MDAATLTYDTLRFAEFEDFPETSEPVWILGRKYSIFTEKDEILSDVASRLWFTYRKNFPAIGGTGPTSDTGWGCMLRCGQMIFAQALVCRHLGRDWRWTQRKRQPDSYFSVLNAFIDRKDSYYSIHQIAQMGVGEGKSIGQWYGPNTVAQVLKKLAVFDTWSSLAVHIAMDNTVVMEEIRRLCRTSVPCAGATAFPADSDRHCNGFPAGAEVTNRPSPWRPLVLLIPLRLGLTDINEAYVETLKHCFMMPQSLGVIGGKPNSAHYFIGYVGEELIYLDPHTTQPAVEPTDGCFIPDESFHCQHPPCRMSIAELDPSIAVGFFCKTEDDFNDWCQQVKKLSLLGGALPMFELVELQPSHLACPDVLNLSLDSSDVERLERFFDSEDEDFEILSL
* = called active by the depositor.

SMILES | APOBEC3G inh | MPTP inh | mIAP activ | MIN6 prolif | A3A deaminase | hIAP block | hIAP act | mIAP block | ATG4B inhibitor
Cn1nccc1C(=O)Nc1ccc2c(c1)OCCO2 | -4 | -1.4 | 0.98 | -1 | -2 | -1 | 1 | 2 | -1
COc1ccc(C(=O)NNC2=NC(C)(C)Cc3ccccc32)cc1 | -9 | 0.6 | 1 | 0 | -6 | -27 | 1.3 | -4 | -11
O=[N+]([O-])c1cc(/C=N/n2c(-c3cccnc3)n[nH]c2=S)ccc1Cl | 38 | 0.9 | 0.89 | -2 | 3 | -1 | 1 | 11 | -10
CC1(C)Cc2c(sc(NC(=O)COc3ccc(Cl)cc3)c2C(N)=O)C(C)(C)N1 | -5 | -0.3 | 0.96 | -6 | -3 | -19 | 1.2 | 4 | -8
Cc1ccc(-c2nc(CS(=O)CC(=O)NCc3ccc4c(c3)OCO4)c(C)o2)cc1 (stereo not drawn) | -5 | -1.5 | 0.89 | -3 | -4 | 11 | 0.89 | 11 | -13
O=C(CCNC(=O)c1ccccc1Cl)Nc1nc(-c2ccccc2Cl)cs1 | -2 | 15 | 1.1 | -5 | -1 | -8 | 1.1 | -5 | 14
COc1ccccc1OCCn1ccnc1 | -5 | 0.4 | 1.1 | 0 | -5 | -10 | 1.1 | -8 | -4
CCCCn1cnc2c(c(-c3ccccc3)c(-c3ccccc3)n2Cc2ccco2)c1=N | -5 | 2.6 | 0.99 | -4 | 1 | -9 | 1.1 | 1 | 14
O=C(CNC(=O)c1ccc(Cl)cc1Cl)OCN1C(=O)c2ccccc2C1=O | 4 | -0.5 | 0.98 | 0 | -3 | -9 | 1.1 | 2 | -3
Cc1csc(SCc2nc3scc(-c4ccccc4)c3c(=O)[nH]2)n1 | -6 | -0.5 | 0.93 | -4 | -10 | -21 | 1.2 | 7 | -14
CCC1=Nc2cc(C(=O)N3CCCCC3)ccc2Sc2ccc(C)cc21 | 8 | -1.2 | 0.94 | -2 | 0 | 0 | 1 | 6 | 52*
Cc1nn(-c2ccccc2)c2c1C(=O)N(Cc1ccccc1)C(=O)C(C)(C)C2 | -1 | 1.4 | 1.1 | -4 | -5 | -19 | 1.2 | -12 | 10
Cn1ccsc1=NC(=O)c1ccc(S(=O)(=O)C(F)F)cc1 | -3 | -0.3 | 0.86 | -3 | 27 | -15 | 1.1 | 14 | -4
O=C(CC(=O)c1ccccc1)Nc1cc(C(F)(F)F)ccc1Cl | -2 | 23 | 0.97 | 0 | -1 | -12 | 1.1 | 3 | -10
Nc1cc(=O)[nH]n1C1CCCC1 | -6 | 0.6 | 1 | -1 | -1 | 0 | 1 | -3 | -4
CC(C)CC(C(=O)OCC(=O)c1c(N)n(C)c(=O)n(C)c1=O)N1C(=O)c2ccccc2C1=O (stereo not drawn) | -3 | 0.2 | 0.9 | 1 | 1 | 12 | 0.88 | 10 | 30
Cc1n[nH]c(C)c1S(=O)(=O)N1CCCCCC1 | -11 | 3.0 | 1 | -3 | -2 | 22 | 0.78 | 0 | 4
Cc1cc(C)c(S(=O)(=O)NC2CC(C)(C)NC(C)(C)C2)cc1Br | -8 | 0.9 | 1 | -3 | 0 | -11 | 1.1 | -5 | 6
O=C(Nc1n[nH]c(C(F)(F)F)n1)C1CC1 | -6 | 1.7 | 0.97 | -1 | 0 | 10 | 0.9 | 3 | -1
CCOC(=O)c1cc(S(=O)(=O)NCCc2ccccc2)cn1C | -6 | -0.7 | 1.1 | -5 | -6 | -5 | 1.1 | -7 | 3
CCCC(C(=O)O)n1c(O)c(C=C2N=c3ccccc3=N2)sc1=S (stereo not drawn) | -4 | 1.2 | 0.69 | -2 | 4 | 6 | 0.94 | 31 | 1
Cc1ccc(S(N)(=O)=O)cc1NC(=O)/C=C/c1cccs1 | -8 | -3.3 | 1 | -1 | -3 | 11 | 0.89 | -3 | -2
Cc1ccc2sc(N(CCCN(C)C)C(=O)c3ccc(S(=O)(=O)N4CCc5ccccc5C4)cc3)nc2c1C | -9 | 90* | 1 | -7 | -5 | 4 | 0.96 | -3 | 15
CCCCn1c(N)c(N(CCOC)C(=O)c2ccc3c(c2)OCCO3)c(=O)[nH]c1=O | -5 | -2.5 | 0.99 | 7 | -3 | 0 | 1 | 1 | -3
CC(=O)NC1=NN(C(C)=O)C(C)(CS(=O)(=O)c2ccc3ccccc3c2)S1 (stereo not drawn) | -2 | -3.1 | 1 | -3 | 0 | -8 | 1.1 | -4 | -1
CC(=O)c1ccc(OCc2cc(C(=O)N(C)Cc3ncc(C)[nH]3)no2)cc1 | -5 | -1.4 | 0.96 | -1 | -2 | -24 | 1.2 | 4 | 12
CC(C)c1onc(C(=O)NCc2cccs2)c1[N+](=O)[O-] | 2 | 0.5 | 1 | 1 | 0 | -2 | 1 | -2 | -16
O=c1[nH]ncn1-c1ccc(Br)cc1 | -3 | -0.2 | 0.87 | 0 | -3 | 5 | 0.95 | 13 | -11
COC(=O)CCN(C(=O)c1cc(OC)c(OC)c(OC)c1)c1ccccn1 | -5 | -0.8 | 0.96 | -3 | -1 | 9 | 0.91 | 4 | -6
C=CCNC(=S)Nc1cccc(N)c1 | -9 | -4.7 | 1.1 | 3 | -5 | 7 | 0.93 | -7 | 0
COc1ccc(NC(C)=O)cc1S(=O)(=O)N1CCn2cccc2C1C (stereo not drawn) | -6 | -0.3 | 1.1 | -7 | -2 | 23 | 0.77 | -9 | -15
COC(=O)Cc1[nH]nc2c1C(C1C=CCCC1)C(C#N)=C(N)O2 (stereo not drawn) | -4 | 0.6 | 0.91 | 0 | -4 | -4 | 1 | 9 | -7
CSc1cccc(NS(=O)(=O)c2ccc(-c3coc(C)n3)cc2)c1 | -2 | 5.0 | 0.99 | 1 | -3 | -10 | 1.1 | 1 | -4
CCN1CCN(CCCNC(=O)c2csc3c2CCCCC3)CC1 | -6 | -0.2 | 1 | -1 | -5 | -2 | 1 | -4 | 3
CCN(CC(=O)NCc1cccs1)C(=O)c1ccc(S(=O)(=O)Nc2cccc(C)c2C)cc1 | -8 | -0.5 | 0.99 | -3 | -7 | 2 | 0.98 | 1 | 4
Cc1cccc(CCNC(=O)C2CCCN(S(=O)(=O)c3cccc4nsnc34)C2)c1 (stereo not drawn) | 2 | 0.0 | 1 | 0 | 1 | -2 | 1 | -4 | -9
CCOC(=O)C1=C(C)NC(C)=C(C(=O)OCC)C1C(=O)OCC(=O)N1CC(C)OC(C)C1 (stereo not drawn) | -1 | -1.7 | 0.96 | -2 | -3 | -10 | 1.1 | 4 | 1
O=C(CCN1C(=O)S/C(=C\c2cccs2)C1=O)NC1=NCCS1 | -2 | 1.9 | 0.87 | 2 | 0 | 14 | 0.86 | 13 | -2
N=C1/C(=C\c2ccc(OC(=O)c3ccccc3)cc2)C(=O)N=C2SC(N3CCOCC3)=NN12 | -1 | 1.6 | 0.83 | -4 | -1 | 21 | 0.79 | 16 | 57*
COc1ccc(NC(=O)c2cccc(N3C(=O)C4C5C=CC(C5)C4C3=O)c2)c(OC)c1 (stereo not drawn) | 23 | 1.8 | 1 | -4 | 5 | -10 | 1.1 | -5 | -11

10 compounds from above, arranged by molar mass, ascending:
SMILES | APOBEC3G inh | MPTP inh | mIAP activ | MIN6 prolif | A3A deaminase | hIAP block | hIAP act | mIAP block | ATG4B inhibitor
O=c1[nH]ncn1-c1ccc(Br)cc1 | -3 | -0.2 | 0.87 | 0 | -3 | 5 | 0.95 | 13 | -11
CC(C)c1onc(C(=O)NCc2cccs2)c1[N+](=O)[O-] | 2 | 0.5 | 1 | 1 | 0 | -2 | 1 | -2 | -16
COC(=O)Cc1[nH]nc2c1C(C1C=CCCC1)C(C#N)=C(N)O2 (stereo not drawn) | -4 | 0.6 | 0.91 | 0 | -4 | -4 | 1 | 9 | -7
Cc1ccc(S(N)(=O)=O)cc1NC(=O)/C=C/c1cccs1 | -8 | -3.3 | 1 | -1 | -3 | 11 | 0.89 | -3 | -2
CCN1CCN(CCCNC(=O)c2csc3c2CCCCC3)CC1 | -6 | -0.2 | 1 | -1 | -5 | -2 | 1 | -4 | 3
CSc1cccc(NS(=O)(=O)c2ccc(-c3coc(C)n3)cc2)c1 | -2 | 5.0 | 0.99 | 1 | -3 | -10 | 1.1 | 1 | -4
COc1ccc(NC(C)=O)cc1S(=O)(=O)N1CCn2cccc2C1C (stereo not drawn) | -6 | -0.3 | 1.1 | -7 | -2 | 23 | 0.77 | -9 | -15
O=C(CCN1C(=O)S/C(=C\c2cccs2)C1=O)NC1=NCCS1 | -2 | 1.9 | 0.87 | 2 | 0 | 14 | 0.86 | 13 | -2
COc1ccc(NC(=O)c2cccc(N3C(=O)C4C5C=CC(C5)C4C3=O)c2)c(OC)c1 (stereo not drawn) | 23 | 1.8 | 1 | -4 | 5 | -10 | 1.1 | -5 | -11
Cc1ccc2sc(N(CCCN(C)C)C(=O)c3ccc(S(=O)(=O)N4CCc5ccccc5C4)cc3)nc2c1C | -9 | 90* | 1 | -7 | -5 | 4 | 0.96 | -3 | 15

Next part
SMILES | APOBEC3G inh | MPTP inh | mIAP activ | MIN6 prolif | A3A deaminase | hIAP block | hIAP act | mIAP block | ATG4B inhibitor
COc1cccc(NC(=O)CN(C)C(=O)c2ccc(-c3ccccc3Cl)o2)c1 | -2 | -0.1 | 1 | 0 | 3 | -21 | 1.2 | -3 | -7
CCNC(=O)C(C)Sc1ccc(Cl)cc1 (stereo not drawn) | -1 | 1.6 | 1.1 | 1 | 0 | 2 | 0.98 | -9 | -9
Cc1ccc(NC(=O)CSc2nc3ccccc3nc2N2CCCC2)cc1 | 0 | -0.5 | 0.82 | -5 | -1 | 13 | 0.87 | 18 | -7
Nc1n[nH]c(C2CCCCC2)n1 | 5 | -0.3 | 1.1 | -2 | 6 | -4 | 1 | -8 | -12
CCc1c(C)c(C#N)c2nc3ccccc3n2c1NCc1ccco1 | -7 | 0.7 | 1.2 | -1 | -3 | -19 | 1.2 | -21 | -5
CCn1c(=O)cc(SCC(=O)Nc2cc(OC)c(OC)c(OC)c2)c2ccccc21 | -2 | 4.5 | 1 | -3 | -1 | -7 | 1.1 | -4 | -4
CC1=C(C#N)C(NC(=O)C2CCCCC2)(C(F)(F)F)C(=O)N1 (stereo not drawn) | -2 | -0.9 | 1 | -2 | 3 | 7 | 0.93 | -2 | 3
COc1ccc(/C=C2/CCCC(C(=O)C(F)(F)F)=C2O)cc1OC | -3 | 0.0 | 0.9 | -6 | -2 | 13 | 0.87 | 10 | 0
COc1ccc(-c2nc(N3CCN(C)CC3)sc2-c2ccc(OC)cc2)cc1 | 11 | 74* | 1 | -4 | -1 | -4 | 1 | -1 | -4
Cc1cc(C)cc(NC(=O)CNC(c2ccccc2)c2ccccc2)c1 | -8 | 1.7 | 1.1 | -4 | -2 | -16 | 1.2 | -9 | 21
NC(=O)c1cnn(C2CCS(=O)(=O)C2)c1 (stereo not drawn) | -7 | 1.4 | 0.98 | -1 | -5 | -8 | 1.1 | 2 | -4
Cc1ccc(C(=O)O)cc1NC(=S)NC(=O)c1ccc(-c2ccccc2)cc1 | -1 | 0.1 | 0.93 | -5 | 0 | 16 | 0.83 | 7 | -6
COc1ccc(C(=O)Nc2ccc(NC(=O)c3cccs3)c(OC)c2)cc1Cl | -3 | 0.0 | 0.94 | 0 | -1 | 8 | 0.92 | 6 | -1
CC(=O)NCCc1ccc(C(=O)COC(=O)c2cccn2C)cc1 | -8 | -1.4 | 0.94 | -6 | -3 | -5 | 1 | 6 | 3
O=C(CSc1nnc(-c2cccs2)n1-c1ccccc1)N1CCCc2ccccc21 | -3 | 5.4 | 0.96 | -1 | -1 | 16 | 0.84 | 4 | 21
